# ABCB1 block: ABCB1 efflux pump inhibitors, primary screen, cell-based, multiplex, flow cytometry, ABCG2 counter-screen | ATP-dependent translocase ABCB1 (Homo sapiens), P08183 | CCRF-Adr cells, JC-1 efflux | inhibition, % at 6.6 µM | 0.067% of 190,000 active | AID 1326, 2008; in the data active means inhibition above about 40%;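 further: 0% = vehicle and 100% = reference inhibitor; higher value means more JC-1 retained so stronger ABCB1 efflux block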
# Bcl-XL Bim block: inhibitors of Bim-Bcl-XL binding, primary screen, biochemical, multiplexed, bead flow cytometry, human Bcl-XL | Bcl-2-like protein 1 (Homo sapiens), Q07817 | Bim peptide-Bcl-XL binding, fluorescence | inhibition, % at 10 µM | 0.04% of 190,000 active | AID 1007, 2008
# ABCG2 inh: ABCG2 efflux pump inhibitors, primary screen, multiplex with ABCB1, IgMXP3 cells, flow cytometry | Broad substrate specificity ATP-binding cassette transporter ABCG2 (Homo sapiens), Q9UNQ0 | JC-1 efflux | inhibition, % at 6.6 µM | 0.1% of 190,000 active | AID 1325, 2008;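 active means inhibition above 80%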;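 further: 0% = DMSO and 100% = nicardipine control wells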
#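 Test system: IgMXP3 cells (ABCG2) mixed with DDAO far-red-labelled CCRF-Adr cells (ABCB1). Reagent: JC-1 transporter substrate. Compound dosing: single test compound dose, 6.6 µM final. Times: 10 min compound exposure, 25 °C. Detection: flow cytometry of retained JC-1 fluorescence. Read-out basis: efflux inhibition in percent versus controls. Controls: nicardipine and DMSO wells.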
# Bfl-1 Bim block: inhibitors of Bim binding to Bfl-1, primary screen, biochemical, multiplexed, bead-based flow cytometry | Bim-Bfl-1 binding inhibition | inhibition, % at 10 µM | 0.12% of 190,000 active | AID 1008, 2008;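 further: 0% = wells without compound plus tracer and 100% = blocker peptide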
# RGS7-Gao: RGS7-Galphao binding modulators, primary screen, biochemical, multiplexed bead flow cytometry; actives lie on both sides; 0.35% of 220,000 active; binding response (% of control), % at 10 µM; AID 1439, 2008; in the data active means binding response below about 49% or above about 150%; inconclusive means no clear call, values can overlap the other calls; inactive means in between;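 further: fluorescent Galphao held in activated GDP-AlF4 state binding bead-coupled RGS7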
# Target sequence (P09471 whole entry, looked up): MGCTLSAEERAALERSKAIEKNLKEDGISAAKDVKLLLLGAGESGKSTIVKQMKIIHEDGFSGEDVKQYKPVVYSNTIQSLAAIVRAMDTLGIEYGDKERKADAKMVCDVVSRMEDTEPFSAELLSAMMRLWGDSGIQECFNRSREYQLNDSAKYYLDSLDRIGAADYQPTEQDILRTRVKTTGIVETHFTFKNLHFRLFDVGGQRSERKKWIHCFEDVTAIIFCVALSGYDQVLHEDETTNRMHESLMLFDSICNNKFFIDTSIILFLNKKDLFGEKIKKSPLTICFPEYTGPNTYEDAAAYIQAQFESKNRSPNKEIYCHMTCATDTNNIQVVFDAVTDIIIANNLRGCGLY
# RGS4-Gao reg: modulators of RGS4 binding to Galphao, primary screen, biochemical, multiplexed bead flow cytometry | Guanine nucleotide-binding protein G(o) subunit alpha (Homo sapiens), P09471 | actives lie on both sides | binding response (% of control), % at 10 µM | 0.33% of 220,000 active; in the data active means binding response below about 49% or above about 150%; inactive means in between;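 further: fluorescent Galphao activated with aluminum fluoride binding bead-coupled RGS4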
# GSH bead fluor: compound fluorescence on glutathione beads, profiling panel, artefact control, biophysical, 488/530 nm, flow cytometry | 0.25% of 190,000 active | GSH beads flow cytometry, compound fluorescence 488/530 nm; active compounds read high | fluorescence (KMESF) at 10 µM; in the data active means fluorescence above about 89;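 further: glutathione beads carrying GST-tagged Bcl family fusion proteins plus one bare bead set; values are compound well signal with DMSO vehicle wells as background; inactives centre near 16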
# Avidin bead fluor: green autofluorescence of compounds with avidin beads – biophysical, 488/530 nm, flow cytometry, artefact control, profiling panel; fluorescence (KMESF) at 10 µM; compound fluorescence 488/530 nm; active compounds read high; 0.38% of 220,000 active; in the data active means fluorescence above about 47; further: inactives centre near 10
# Bcl-2 Bim block: inhibitors of Bim-Bcl-2 binding, primary screen, biochemical, multiplexed, human Bcl-2 family; inhibition, % at 10 µM; 0.06% of 190,000 active; AID 950, 2007; Apoptosis regulator Bcl-2 (Homo sapiens), P10415; Bead-based flow cytometry, Bim peptide-Bcl-2 binding; in the data active means inhibition above about 40%; inconclusive means no clear call, values can overlap the other calls;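 further: 0% = no compound wells with probe peptide and 100% = reference peptide inhibitor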
# Target sequence (P10415 whole entry, looked up): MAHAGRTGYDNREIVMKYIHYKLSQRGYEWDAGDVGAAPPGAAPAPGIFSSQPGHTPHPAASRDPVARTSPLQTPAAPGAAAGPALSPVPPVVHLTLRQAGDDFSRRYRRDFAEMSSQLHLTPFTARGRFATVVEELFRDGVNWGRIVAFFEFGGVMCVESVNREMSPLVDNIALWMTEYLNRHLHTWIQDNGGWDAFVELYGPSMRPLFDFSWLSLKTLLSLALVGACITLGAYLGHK
# Bcl-B Bim block: inhibitors of Bim-Bcl-B binding, primary screen, biochemical, multiplexed, human Bcl-2 family; Bcl-2-like protein 10 (Homo sapiens), Q9HD36; bead-based flow cytometry, Bim peptide-Bcl-B binding; inhibition, % at 10 µM; 0.073% of 190,000 active;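 further: 0% = tracer peptide without compound and 100% = reference inhibitor peptide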
# Target sequence (Q9HD36 whole entry, looked up): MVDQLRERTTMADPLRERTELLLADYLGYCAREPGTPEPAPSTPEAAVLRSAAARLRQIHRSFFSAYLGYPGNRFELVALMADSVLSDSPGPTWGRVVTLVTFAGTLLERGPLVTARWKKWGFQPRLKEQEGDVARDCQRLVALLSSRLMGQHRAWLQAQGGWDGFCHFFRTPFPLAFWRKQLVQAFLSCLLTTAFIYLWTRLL
# Bim-Bcl-W: inhibitors of Bim binding to Bcl-W, primary screen, biochemical, multiplexed, bead-based flow cytometry; Bcl-2-like protein 2 (Homo sapiens), Q92843; Bim peptide-Bcl-W binding; inhibition, % at 10 µM; 0.02% of 190,000 active;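 further: 0% = bound tracer without compound and 100% = peptide blocker; higher means less fluorescent Bim peptide bound to Bcl-W beads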
# Target sequence (Q92843 whole entry, looked up): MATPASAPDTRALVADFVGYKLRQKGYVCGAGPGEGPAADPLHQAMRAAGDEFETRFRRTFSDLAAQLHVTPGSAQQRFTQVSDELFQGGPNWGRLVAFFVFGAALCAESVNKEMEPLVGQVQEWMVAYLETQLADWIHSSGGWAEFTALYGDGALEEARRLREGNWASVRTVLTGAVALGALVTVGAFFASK
# * hit, by the source's call; ? = inconclusive; · = no result given. Unless noted, no stated cut-off is given here; in the data, active means inhibition above about 40%.
SMILES,ABCB1 block,Bcl-XL Bim block,ABCG2 inh,Bfl-1 Bim block,RGS7-Gao,RGS4-Gao reg,GSH bead fluor,Avidin bead fluor,Bcl-2 Bim block,Bcl-B Bim block,Bim-Bcl-W
CCOc1ccc(N2CC(O)(c3ccc(F)cc3)[N+]3=C2CCCC3)cc1 (stereo unspecified),2.0,1,1,-2,?,100,15,12,0,-4,3
CC(=O)N1CCc2cc(S(=O)(=O)N3c4ccccc4CC3C)ccc21 (stereo unspecified),0.8,-13,9,-18,98,95,35,12,-16,-16,-6
O=C1NC(c2cccs2)Nc2sc3c(c21)CCCC3 (stereo unspecified),0.2,-2,5,-1,92,84,50,11,-1,-7,-4
O=C(CSc1nnc(CNC(=O)c2cccs2)o1)NCC1CCCO1 (stereo unspecified),1.1,-3,2,-3,?,101,18,9,-3,-6,-1
O=[N+]([O-])c1ccccc1/C=C/C=N/Nc1ccc(S(=O)(=O)Nc2ccc(Cl)cc2)cc1[N+](=O)[O-],-0.4,-4,-1,-4,95,99,15,8,-1,-2,-1
CC(OC1=CC(=O)CCC1)C(=O)c1ccccc1 (stereo unspecified),-0.1,3,0,-1,100,97,27,33,0,0,-1
Cc1ccc(Cn2c(Sc3nnc(C)s3)nc3c2c(=O)[nH]c(=O)n3C)cc1,1.0,-2,2,-10,97,95,13,6,-6,-3,-3
CCOC(=O)Nc1ccc2c(c1)N(C(=O)N(C)C)c1ccccc1CC2,1.2,1,9,-2,100,103,29,14,1,-1,0
Cc1c(C(=S)Nc2ccccc2)cnn1-c1ccc([N+](=O)[O-])cc1,0.4,-7,60,-2,100,103,10,22,-6,-6,-8
COCC(=O)Nc1cc(Cl)c(OC)cc1OC,1.0,-3,10,3,97,99,11,5,0,-8,-4
O=C(C1=C[C@H](c2ccccc2)C[C@H](OCCCCO)O1)N1CCN(Cc2ccc3c(c2)OCO3)CC1,0.2,-3,-1,0,104,105,19,5,-2,2,-2
Fc1ccc(Nc2c3c(nc4ccccc24)CCC3)cc1,1.9,-3,4,-7,?,102,14,10,-2,-8,-3
CCS(=O)(=O)c1ccc2oc(Nc3cccc(OC)c3)nc2c1,-0.1,-3,0,-4,?,97,13,8,-1,-4,0
CC(=O)c1cccc(CN2CCCC(C(=O)c3ccc4c(c3)OCO4)C2)c1 (stereo unspecified),0.6,0,1,-6,104,109,17,7,0,-2,0
COc1cccc(NC(=O)CSc2c3c(nc4ccccc24)CCCC3)c1,0.7,-7,-1,2,97,96,11,2,-1,-8,-4
Cn1cnnc1SCC(=O)Nc1ccccc1C(=O)NC1CCCC1,0.0,3,0,-1,94,97,9,13,-2,-3,-1
CC(C)CC(NS(=O)(=O)c1cccc(C(=O)O)c1)C(=O)O (stereo unspecified),0.6,0,3,-4,103,102,21,4,-2,-2,-1
N#CC1=C2SCN(Cc3ccccc3)CN2C(=O)CC1c1cccs1 (stereo unspecified),-0.2,-10,-1,19,118,105,11,5,-6,-31,-4
NC(=O)c1ccc(Nc2ccc([N+](=O)[O-])cc2[N+](=O)[O-])cc1,0.1,0,14,-1,?,103,19,9,0,0,-1
Cn1c(C(=O)N(Cc2ccccc2)Cc2cccs2)cc2sccc21,-1.0,-11,-7,-6,93,94,24,10,-8,-7,-7
COc1ccc(OCC(=O)Nc2sc3c(c2C(=O)NCC2CCCO2)CCC3)cc1 (stereo unspecified),1.2,-7,3,0,108,105,28,5,0,-3,-1
O=S(=O)(c1ccccc1)c1cnc(-c2cccnc2)nc1-c1ccc(Cl)c(Cl)c1,7.4,0,26,-13,100,102,20,25,-7,-3,3
Nc1ccn([C@@H]2O[C@H](CO)[C@@H](O)[C@@H]2O)c(=O)n1,1.8,-3,15,0,100,94,20,5,3,-3,-3
COC(=O)c1cc(NC(=O)CSc2nncn2C)cc(C(=O)OC)c1,1.0,-5,4,-14,97,98,23,11,-8,-9,-1
CCOC(=O)c1c(-c2ccc(C)cc2)cn2ccccc12,3.1,-7,32,-11,100,100,14,8,-12,-8,0

# (cont.)
SMILES,ABCB1 block,Bcl-XL Bim block,ABCG2 inh,Bfl-1 Bim block,RGS7-Gao,RGS4-Gao reg,GSH bead fluor,Avidin bead fluor,Bcl-2 Bim block,Bcl-B Bim block,Bim-Bcl-W
COc1ccc(S(=O)(=O)Nc2ccccn2)cc1OC,1.4,-6,1,-12,98,100,29,13,-5,-7,0
CCn1cnc2c1c(=O)n(Cc1csc(-c3ccccc3)n1)c(=O)n2Cc1ccccc1,2.6,-3,4,-3,99,99,17,12,-6,-1,-4
O=S(=O)(c1ccc(Cl)c(NC(=S)N/N=C/c2ccc(O)cc2)c1)N1CCOCC1,-0.2,-12,-1,-15,102,104,10,16,-6,-16,-7
COc1ccc(NC(=O)c2ccc(C)o2)c([N+](=O)[O-])c1,1.7,-8,12,-3,99,100,8,4,-6,-10,-5
COc1ccc(OC)c(N(CC(=O)Nc2ccc(NC(C)=O)cc2)S(C)(=O)=O)c1,-0.1,0,0,-12,98,101,32,14,-9,-4,0
COc1ccc(C(=O)NCc2cn3c(C)csc3n2)cc1OC,0.3,3,5,0,103,102,26,3,0,-2,0
CCn1c(SCC(=O)Nc2ccccc2C(=O)OC)nnc1-c1ccoc1C,0.7,-4,2,-6,100,106,50,7,-4,-1,5
COc1ccc2c(c1)CCCC21NC(=O)N(CC(N)=O)C1=O (stereo unspecified),0.2,1,-1,1,100,105,13,39,0,2,1
CC1(C)CC(=O)C(C=Nc2cccnc2)=C(O)C1,-0.1,-2,0,-3,102,101,24,14,-1,-8,-6
NC(=O)C(c1ccccn1)c1ncc(C(F)(F)F)cc1Cl (stereo unspecified),0.4,-1,2,-1,?,95,19,8,-2,-2,-2
O=C(COc1ccccc1-c1ccccc1)c1ccccc1,-0.1,-8,16,-7,100,101,12,10,-6,-10,-6
O=Cc1cn(-c2ccccc2)nc1-c1cc2cc(O)ccc2oc1=O,0.3,-5,5,-1,95,94,7,7,0,-4,0
O=C(COC(=O)COc1ccc(Cl)cc1)Nc1ccc(F)c([N+](=O)[O-])c1,10,0,8,-1,99,99,21,6,-5,-8,-6
CC(C)(C)n1nc2c(c1NC(=O)c1ccc(S(=O)(=O)N3CCCC3)cc1)CS(=O)C2 (stereo unspecified),-0.2,-1,-3,-4,99,101,33,8,0,-5,-2
CCOCCOC(=O)COc1ccc(N2C(=O)c3ccccc3C2=O)cc1,0.4,-4,2,-3,100,93,12,23,0,-3,-1
COc1ccc(-n2nnc3c(SCC(=O)NCC4CCCO4)ncnc32)cc1 (stereo unspecified),0.5,0,4,0,98,99,13,34,-1,-2,0
COc1cc(NC(=O)c2ccccc2C)c(OC)cc1NC(=O)CN1CCOCC1,0.5,-2,1,-3,95,98,13,11,-4,-2,0
COc1ccc2oc(-c3ccc(NC(=O)c4ccc(N5CCOCC5)c([N+](=O)[O-])c4)cc3)nc2c1,-1.9,-5,-19,-6,102,104,8,9,·,·,·
O=c1c2c3c(sc2n2cnnc2n1CCc1ccccc1)CCCC3,2.8,-1,29,-9,100,103,40,8,-6,-5,4
Cc1cc(C)n(/N=C/c2cccc([N+](=O)[O-])c2)c(=O)c1,2.0,-7,9,-3,105,109,9,6,-3,-1,-3
COc1cc(/C=N/OCC(=O)NC23CC4CC(CC(C4)C2)C3)ccc1OCc1ccccc1,1.2,3,13,6,99,100,11,8,3,4,0
O=C(CSc1nnc(C2COc3ccccc3O2)o1)NC1CCCCC1 (stereo unspecified),0.0,-2,0,-13,96,96,18,5,-8,-5,0
CCOc1ccc(S(=O)(=O)N2c3ccccc3CC2C)cc1 (stereo unspecified),0.4,-3,3,-3,99,99,10,34,-3,-5,0
CCCC(=O)Nc1cccc(NC(=O)CN2CCN(c3ccccc3OC)CC2)c1,0.7,-6,5,-12,95,99,8,9,-9,-7,-1
CC(=O)Nc1ccc(S(=O)(=O)NCC(=O)OCC(=O)NC(=O)C2CCCCC2)cc1,1.1,0,1,-2,99,100,11,5,-1,0,-1

# A section of the results above:
SMILES,ABCB1 block,Bcl-XL Bim block,ABCG2 inh,Bfl-1 Bim block,RGS7-Gao,RGS4-Gao reg,GSH bead fluor,Avidin bead fluor,Bcl-2 Bim block,Bcl-B Bim block,Bim-Bcl-W
COc1ccc(S(=O)(=O)Nc2ccccn2)cc1OC,1.4,-6,1,-12,98,100,29,13,-5,-7,0
CCn1cnc2c1c(=O)n(Cc1csc(-c3ccccc3)n1)c(=O)n2Cc1ccccc1,2.6,-3,4,-3,99,99,17,12,-6,-1,-4

# (next part)
SMILES,ABCB1 block,Bcl-XL Bim block,ABCG2 inh,Bfl-1 Bim block,RGS7-Gao,RGS4-Gao reg,GSH bead fluor,Avidin bead fluor,Bcl-2 Bim block,Bcl-B Bim block,Bim-Bcl-W
COc1ccc(C(=O)NNC(=O)Nc2ccc(C)cc2)cc1,1.1,-2,3,-2,98,96,7,5,-3,-2,-2
COc1cc(OC)c(C(=O)OCC(=O)N2CC(=O)Nc3ccccc32)cc1OC,-0.2,0,6,-1,96,105,13,12,1,-4,-2
O=C(CSc1ccccc1Cl)NC1CCCc2ccccc21 (stereo unspecified),0.7,-8,11,-3,88,90,19,7,-4,-5,-4
CC1CCCN(C(=O)C(Cc2ccccc2)n2cccc2)C1 (stereo unspecified),0.4,-2,1,-10,99,100,23,8,-5,-4,0
Cc1cc(C(F)(F)F)nn1CC(=O)N1CCCC1,1.1,-4,14,0,102,101,30,15,-1,1,-3
COc1ccc(C(=O)Nc2nc3ccc(S(C)(=O)=O)cc3s2)cc1OC,0.0,-4,-1,-3,?,99,19,9,-2,-3,1
CN=C1S/C(=C\c2ccc(Sc3ccc(Cl)cc3)o2)C(=O)N1C,0.4,0,2,1,92,92,21,3,-3,-2,3
COc1ccccc1NC(=O)Nc1ccc2[nH]c(=O)[nH]c2c1,0.7,-1,3,-3,102,103,7,8,0,0,1
NC(=O)c1ccc2nc(NC(=O)c3ccc(N)cc3)sc2c1,-0.4,0,-1,-4,90,95,9,9,0,0,-2
COc1ccc(NC(=O)c2ccc3c(=O)n(Cc4ccco4)c(=S)[nH]c3c2)c(OC)c1,0.7,-2,2,0,95,91,25,14,-1,-2,-2
CC(C)(C)[C@@H]1C=C(C(=O)N2CCN(Cc3ccccc3)CC2)O[C@H](OCCCCO)C1,0.9,-2,10,-9,99,109,17,6,-4,-4,-3
O=C(c1cnn2c(C(F)F)cc(-c3ccccc3)nc12)N1CCc2ccccc21,-0.3,-6,-1,4,110,98,14,12,2,2,-4
COc1ccc2nc(NC(=O)CSc3nc4ccccc4o3)sc2c1,-0.1,-3,1,-11,99,99,28,18,-9,-6,-1

# Random draw from the library, and some 1.3% of all compounds hit somewhere here.
